Screens: PubChem BioAssay, several laboratories
VLA-4 inh – inhibition in a human VLA-4 binding assay; 0.2% of 330,000 active; inhibition, % (about 7 µM as worked out from the volumes in the protocol); VLA-4 expressing cells, ligand binding flow cytometry; in the data active means inhibition above about 50%
Target sequence (P13612 whole entry, looked up): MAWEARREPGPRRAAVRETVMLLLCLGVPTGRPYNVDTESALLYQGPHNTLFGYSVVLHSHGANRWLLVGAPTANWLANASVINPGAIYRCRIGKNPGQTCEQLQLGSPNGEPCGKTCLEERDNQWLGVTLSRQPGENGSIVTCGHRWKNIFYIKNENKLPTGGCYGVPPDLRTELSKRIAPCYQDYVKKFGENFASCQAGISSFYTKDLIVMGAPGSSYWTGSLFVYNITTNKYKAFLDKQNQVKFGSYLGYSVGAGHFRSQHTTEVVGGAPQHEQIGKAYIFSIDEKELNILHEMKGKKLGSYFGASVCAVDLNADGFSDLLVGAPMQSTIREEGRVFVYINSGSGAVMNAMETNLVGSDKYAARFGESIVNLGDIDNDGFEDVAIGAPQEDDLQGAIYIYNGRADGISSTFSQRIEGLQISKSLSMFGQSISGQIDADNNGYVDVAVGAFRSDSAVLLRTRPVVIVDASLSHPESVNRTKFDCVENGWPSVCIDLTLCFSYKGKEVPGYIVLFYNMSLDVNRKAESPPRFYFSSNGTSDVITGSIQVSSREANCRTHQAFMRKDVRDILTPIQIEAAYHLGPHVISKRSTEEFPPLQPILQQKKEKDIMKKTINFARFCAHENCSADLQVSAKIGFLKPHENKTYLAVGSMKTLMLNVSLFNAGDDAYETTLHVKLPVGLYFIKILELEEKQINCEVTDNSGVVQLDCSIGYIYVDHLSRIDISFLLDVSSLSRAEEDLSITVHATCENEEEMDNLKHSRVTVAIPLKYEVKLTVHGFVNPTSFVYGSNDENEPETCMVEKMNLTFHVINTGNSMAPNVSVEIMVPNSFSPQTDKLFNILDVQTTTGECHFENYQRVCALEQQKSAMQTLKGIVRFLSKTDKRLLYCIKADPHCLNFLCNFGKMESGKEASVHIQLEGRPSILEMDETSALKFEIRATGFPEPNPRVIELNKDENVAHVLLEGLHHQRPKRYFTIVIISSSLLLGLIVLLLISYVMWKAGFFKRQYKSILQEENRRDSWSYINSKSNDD
MEP2 TOR yeast – modulators of TOR pathway MEP2-GFP in S. cerevisiae; S. cerevisiae MEP2-GFP strain, flow cytometry GFP, 3 h; 100% = DMSO control level; GFP response vs DMSO, % at 10 µM; 0.51% of 330,000 active; AID 2016;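 active means GFP response versus DMSO above a set limit, roughly screen mean plus 3 SD, cut at about 180% in these data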;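 further: median GFP fluorescence of the barcode-gated MEP2-GFP cells per well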
RPL19A TOR yeast – yeast TOR pathway RPL19A-GFP modulation | S. cerevisiae RPL19A-GFP strain, flow cytometry, 3 h; hits give low values | percent response vs DMSO, % at 10 µM | 0.3% of 330,000 active;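 active means percent response vs DMSO below 50%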;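 further: median channel GFP fluorescence of the barcoded RPL19A-GFP strain; ratio of sample median GFP to plate DMSO average so 100% = DMSO; lower means less RPL19A-GFP as with rapamycin TOR inhibition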
GASC-1 inh – human JMJD2C demethylase inhibition. GST-JMJD2C(1-420) H3K9me3 demethylation, DELFIA europium. AID 2099. inhibition, % at 2.35 µM. 0.069% of 330,000 active. Q9H3R0;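 active means more than half of a compound's replicate wells show inhibition beyond 50%, single wells judged on their own value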;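 further: signal counts dimethyl H3K9 product captured on neutravidin plate; 0% = median of DMSO wells and 100% = 0.3 times that DMSO median; strong numbers were not always called active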
AGP1 TOR yeast – alters AGP1-GFP fluorescence in TOR pathway yeast screen. S. cerevisiae AGP1-GFP multiplex flow cytometry, 3 h; GFP as percent of DMSO wells. GFP response vs DMSO, % at 10 µM. 0.02% of 320,000 active. AID 2066;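 active means GFP response relative to DMSO above a set limit, near screen average plus 3 SD, cut at about 150% in these data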;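 further: median GFP channel fluorescence of the gated AGP1 strain per well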
CIT2-GFP yeast – alters CIT2-GFP fluorescence in TOR pathway yeast screen; S. cerevisiae CIT2-GFP strain, flow cytometry, 3 h; 100 means same as DMSO wells; GFP response vs DMSO, % at 10 µM; 0.065% of 320,000 active; AID 2029;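 active means GFP response relative to DMSO above a set limit, near the screen mean plus 3 SD, cut at about 150% in these data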;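 further: ratio of well median GFP fluorescence to mean of DMSO wells on the plate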
GRK2 inh – human GRK2 inhibition via aptamer displacement | bead flow cytometry, FAM-aptamer displacement from GRK2 | 0.59% of 330,000 active | inhibition of aptamer binding, % at 10 µM;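 active means inhibition of aptamer binding above 40%, roughly 3 SD of noise, on plates passing a quality check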;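 further: median bead fluorescence of bound FAM aptamer so fluorescent compounds give negative values; no value below 0 was filed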
LAP4 TOR yeast – yeast TOR pathway LAP4-GFP modulation. S. cerevisiae LAP4-GFP multiplex, flow cytometry GFP, 3 h; median GFP as percent of DMSO wells. GFP response vs DMSO, % at 10 µM. 0.34% of 320,000 active. AID 2023;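 active means GFP response vs DMSO above a set limit, about the screen mean plus 3 SD, cut at about 150% in these data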
* hit, by the source's call; / = no result given.

No.	structure	CIT2-GFP yeast	LAP4 TOR yeast	GRK2 inh	GASC-1 inh	RPL19A TOR yeast	VLA-4 inh	AGP1 TOR yeast	MEP2 TOR yeast
1	Cc1ccc(-c2nc(P(=O)(c3ccccc3)c3ccccc3)c(N3CCOCC3)o2)cc1	102	92	2	3	111	-2	98	101
2	CCN1CCN(c2nc3sc4c(c3c3ncnn23)CC(C)CC4)CC1 (centres undefined)	102	107	0	-7	99	-118	104	133
3	CN(C)C1=NC[C@H](Cc2ccccc2)N1CCc1ccc(F)cc1	99	95	1	-7	100	-1	99	94
4	Cc1cc(C(=O)N(C)CC(=O)Nc2ccc(F)c(F)c2F)no1	96	104	7	-3	108	-2	101	110
5	O=C(Nc1ccccc1N1CCN(C(=O)c2ccc(Cl)cc2)CC1)c1cccc(F)c1	108	106	0	8	105	7	110	107
6	CCSc1nnc(NC(=O)CN2C(=O)C3CC=CCC3C2=O)s1 (centres undefined)	103	93	0	6	107	10	99	104
7	O=C(NCCCO)C(=O)NCC1OCCCN1S(=O)(=O)c1cccs1 (centres undefined)	103	102	10	-2	100	-1	97	114
8	CC1CCN(c2ncccc2C(=O)O)CC1	95	93	1	-9	95	15	97	95
9	COC(=O)c1cc(Br)c(=O)n(-c2nccs2)c1	105	94	0	2	99	12	92	97
10	CC(C)(C)[C@@H]1COC(=O)[C@H](Cc2ccc(F)cc2)C/C=C\C[C@@H](CC(=O)NCCO)C(=O)N1	89	83	5	9	96	1	94	95
11	CSc1nc2sc3c(c2c(=O)n1CC(C)C)CC(C)(C)OC3	105	109	0	7	101	5	110	95
12	CCOC(=O)Nc1sc(C(=O)N(C)C)c(C)c1C(=O)OCC	104	97	0	-3	99	-6	109	98
13	CC(Oc1cccc(Cl)c1)C(=O)Nc1ccc(N2CCOCC2)cc1N1CCOCC1 (centres undefined)	99	111	1	9	99	5	109	97
14	CCCCS(=O)(=O)N1CCC(C(=O)Oc2ccccc2OC)CC1	94	96	0	-2	98	8	91	99
15	CCCCCNC(=O)c1ccc2c(=O)n(CC3CCCO3)c(=S)[nH]c2c1 (centres undefined)	104	97	0	4	99	-10	104	98

Three of the compounds above, with values under each structure:
Values run as follows: CIT2-GFP yeast | LAP4 TOR yeast | GRK2 inh | GASC-1 inh | RPL19A TOR yeast | VLA-4 inh | AGP1 TOR yeast | MEP2 TOR yeast
(1) Cc1ccc(-c2nc(P(=O)(c3ccccc3)c3ccccc3)c(N3CCOCC3)o2)cc1
    102 | 92 | 2 | 3 | 111 | -2 | 98 | 101
(2) CCN1CCN(c2nc3sc4c(c3c3ncnn23)CC(C)CC4)CC1 (centres undefined)
    102 | 107 | 0 | -7 | 99 | -118 | 104 | 133
(3) CN(C)C1=NC[C@H](Cc2ccccc2)N1CCc1ccc(F)cc1
    99 | 95 | 1 | -7 | 100 | -1 | 99 | 94

Some values from above.
no. 11 – MEP2 TOR yeast: 95
no. 12 – MEP2 TOR yeast: 98

The main list resumes; the 2 compounds before the break are reprinted first.
No.	structure	CIT2-GFP yeast	LAP4 TOR yeast	GRK2 inh	GASC-1 inh	RPL19A TOR yeast	VLA-4 inh	AGP1 TOR yeast	MEP2 TOR yeast
14	CCCCS(=O)(=O)N1CCC(C(=O)Oc2ccccc2OC)CC1	94	96	0	-2	98	8	91	99
15	CCCCCNC(=O)c1ccc2c(=O)n(CC3CCCO3)c(=S)[nH]c2c1 (centres undefined)	104	97	0	4	99	-10	104	98
16	CCCCOC(=O)C(NC(=O)c1ccccc1)=C(C)C	101	103	0	-9	95	5	102	101
17	Cc1ccc(NC2CCCN(C(=O)CCN3CCCCO3)C2)cc1C (centres undefined)	102	100	3	4	97	-2	99	105
18	Cc1cc(C)nc(SCC(=O)Oc2ccc3oc(=O)cc(C)c3c2)n1	94	101	2	7	97	25	98	96
19	Cc1ccc(SCC(=O)NNC(=O)CNC(=O)c2ccccc2F)cc1	101	98	3	1	100	15	102	105
20	Cc1[nH]c2ccccc2c1C(=O)COC(=O)Cn1cnc2ccccc21	93	98	5	-4	92	13	92	100
21	COc1ccc(N(C(=O)CCl)C(C(=O)NCCc2ccccc2)c2cccs2)cc1Cl (centres undefined)	103	100	0	11	101	-3	104	104
22	O=C(Cc1cccs1)NC(Cc1c[nH]c2ccccc12)C(=O)O (centres undefined)	101	106	0	-4	101	4	102	107
23	Cc1[nH]c2ccccc2c1C(=O)COC(=O)c1ccccc1O	107	125	0	-9	104	0	110	111
24	CCOC(=O)c1cnc2ccc(OCC)cc2c1N1CCN(C)CC1	95	99	0	-7	107	19	101	105
25	Cc1ccc2cc(C(c3nnnn3C3CCCC3)N(Cc3ccco3)Cc3cccs3)c(=O)[nH]c2c1 (centres undefined)	103	113	3	11	105	2	105	104
26	O=C(Nc1nn[nH]n1)c1cccc([N+](=O)[O-])c1	102	105	4	-3	100	-7	102	107
27	CCCC(c1nnnn1CCc1ccccc1)N1CCN(C2CCCC2)CC1 (centres undefined)	82	/	0	/	91	1	89	84
28	CCN(CC)S(=O)(=O)c1ccc(NC(=O)CSc2nnc(-c3cccc(OC)c3)n2C)cc1	106	98	0	5	99	13	111	100
29	COCC1CCCCC1OS(N)(=O)=O (centres undefined)	68	107	6	-6	94	6	76	91
30	CSc1ccc(CN2CCN(C(=O)c3ccc([N+](=O)[O-])cc3)CC2)cc1	110	106	0	-30	97	10	107	100
31	Cc1ccc(NC(=O)Cn2nnc3ccccc3c2=O)cc1C	84	93	2	7	87	20	93	84
32	O=C(CC1S/C(=N/N=C/c2cccs2)NC1=O)Nc1ccc(Cl)cc1 (centres undefined)	104	89	2	5	103	1	100	102
33	O=C(CNC(=O)c1ccc(Cl)c([N+](=O)[O-])c1)NCC1CCCO1 (centres undefined)	103	92	0	-2	103	0	100	104
34	Cc1ccc(-c2ccc(=O)n(CCC(=O)N3CCN(c4ccccc4)CC3)n2)cc1	105	113	2	-10	101	14	92	105
35	CC(NC(=O)c1cc(=O)[nH]c2ccccc12)c1ccccc1 (centres undefined)	96	92	0	2	94	16	99	90
36	O=C(COc1ccc(Br)cc1Cl)NC(=O)NCc1ccccc1	99	95	2	5	101	34	98	106
37	CCN(C(=O)COC(=O)CNC(=O)c1cccc(C)c1)c1c(N)n(Cc2ccccc2)c(=O)[nH]c1=O	94	102	2	-7	97	1	111	95
38	COC(=O)c1sc(Nc2ccccc2)nc1C	88	121	3	1	90	3	83	90
39	Cc1cc(C)nc(NC(=O)c2ccc(Cl)c([N+](=O)[O-])c2)n1	/	/	4	1	83	10	/	98
40	COc1cccc2cc(C(=O)NCc3ccccc3)c(=N)oc12	104	95	0	-3	98	0	97	90
41	CCn1c(COc2ccccc2C)nnc1SCC(=O)N1CCN(c2ccccc2)CC1	99	97	1	1	96	-8	94	106
42	COc1ccc([C@H]2CC(=O)C=C(c3cccc(CO)c3)C2)cc1OC	106	101	2	-3	100	-7	103	96
43	COc1ccc(CNC(=O)C2CCN(c3cc(C(=O)Nc4cccc(OC)c4)ccn3)CC2)cc1	102	91	0	19	98	28	101	111
44	O=C(CCC1CCCCC1)NCc1cccnc1	106	97	1	-3	109	3	103	110
45	CCOc1ccc(NC(=O)CN(C)C(=O)C2(c3ccccc3)CC2)cc1OCC	102	103	0	14	95	-11	103	96
46	COc1ccc(N2CCN(c3nc4ccccc4nc3NS(=O)(=O)c3ccccc3)CC2)cc1	106	99	0	-6	103	10	99	109
47	CCN1C(=O)Cc2cc(S(=O)(=O)N3CCOCC3)ccc21	/	96	0	-114	97	3	100	101
48	COc1ccccc1NC1=NC2(CCCC2)N=C(N)N1	98	105	0	-5	100	6	97	108
49	N#Cc1ccccc1NC(=O)c1ccccc1OCC(=O)NCc1ccco1	101	98	0	7	98	15	98	104
50	CN(C)C(=O)c1cn(-c2ccccc2)nc1-c1cc2ccccc2oc1=O	/	91	2	8	97	10	101	96
51	C#CCOCCOCCOCCNc1nc(N2CCN(C(=O)CCCCCCCCCCNC(=O)[C@@H](CCSC)n3cc(CCO)nn3)CC2)nc(N2CCN(C(=O)CCCCCCCCCCNC(=O)[C@H](CCSC)n3cc(CCO)nn3)CC2)n1	102	92	0	-7	100	7	109	99
52	Cc1cc(=O)oc2cc(Oc3ncccn3)ccc12	95	101	0	-4	99	6	99	108
53	CC(CNS(=O)(=O)c1ccccc1)Sc1nncn1C (centres undefined)	84	99	0	-2	110	-6	108	105
54	Cc1ccc2c(c1)N(C(=O)CCC(=O)NC1CCCCCC1)CCO2	104	104	1	3	104	-12	105	103
55	CCC(C)(C)NC(=O)c1cc(OC)c(OC)cc1[N+](=O)[O-]	98	95	0	-8	102	5	101	100
56	O=C(NCCCN1CCOCC1)c1ccc2c(c1)N(Cc1cccc(Cl)c1)C(=O)c1ccccc1S2=O (centres undefined)	95	96	0	-5	98	-9	97	102
57	CC(=O)N(CC(C)(C)CC=C(C)C)c1ccccc1	94	101	0	3	96	7	99	101
58	Cc1ccc(OCC(O)CN2CCN(c3ccccn3)CC2)c(C)c1 (centres undefined)	100	105	0	-7	101	0	106	100
59	O=C(C(c1ccccc1)c1ccccc1)N1CCC(c2nc(-c3ccccc3Cl)no2)CC1	88	96	1	2	92	4	90	91
60	O=C(N/C=N/O)C(c1ccccc1)c1ncc(C(F)(F)F)cc1Cl (centres undefined)	111	107	0	78	96	2	105	100
61	Cc1onc(-c2c(F)cccc2Cl)c1C(=O)OCC(=O)N1C(C)CCCC1C (centres undefined)	114	107	1	14	104	-1	107	106
62	COc1ccc2c(C)c(CC(=O)N3CCN(C(=O)C4COc5ccccc5O4)CC3)c(=O)oc2c1C (centres undefined)	107	95	1	2	104	-6	104	114
63	COc1ccc(C(=O)Nc2ccc(NC(C)=O)cc2)cc1S(=O)(=O)N1CCCC1	92	105	2	-4	100	9	99	89

Ordered by the number under LAP4 TOR yeast (ascending): three of the compounds above
No.	structure	CIT2-GFP yeast	LAP4 TOR yeast	GRK2 inh	GASC-1 inh	RPL19A TOR yeast	VLA-4 inh	AGP1 TOR yeast	MEP2 TOR yeast
62	COc1ccc2c(C)c(CC(=O)N3CCN(C(=O)C4COc5ccccc5O4)CC3)c(=O)oc2c1C (centres undefined)	107	95	1	2	104	-6	104	114
56	O=C(NCCCN1CCOCC1)c1ccc2c(c1)N(Cc1cccc(Cl)c1)C(=O)c1ccccc1S2=O (centres undefined)	95	96	0	-5	98	-9	97	102
63	COc1ccc(C(=O)Nc2ccc(NC(C)=O)cc2)cc1S(=O)(=O)N1CCCC1	92	105	2	-4	100	9	99	89
